Plk1 PBD FP = blocks phosphopeptide binding to human Plk1 polo box domain; actives 0.13% (n = 97,000); Plk1 PBD phosphopeptide binding, fluorescence polarization; inhibition, %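 (tested at about 20 µM)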; AID 693; P53350; in the data active means inhibition above about 34%, passing the limit was not always enough
ERb coact inh = ER-beta (human) coactivator binding inhibition; actives 1.3% (n = 86,000); TR-FRET ER-beta LBD / SRC1-Cy5 peptide binding; receptor agonist-loaded with 1 µM estradiol; AID 633; inhibition, % at 25.6 µM;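 active means compounds whose percent inhibition of the receptor-coactivator binding signal exceeds about 50% in the single-dose screen, limit read from the data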;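 further: 0% = receptor plus peptide wells without compound and 100% = peptide-only wells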
ERa coact pot = enhances coactivator binding to human estrogen receptor alpha. P03372. TR-FRET ERalpha-LBD/SRC-Cy5 coactivator binding, 2 h; 100 = basal binding, no effect. coactivator binding (% of control), % at 25.6 µM. actives 1.3% (n = 86,000); in the data active means activity above about 200%;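 further: binding measured in presence of low estradiol as agonist stimulus; 0% = peptide alone without receptor and 100% = receptor with peptide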
Mac1 fbg inh = inhibitors of human CD11b/CD18 binding to fibrinogen; actives 0.54% (n = 93,000); K562 CD11b/CD18 adhesion to fibrinogen, ATPlite luminescence; Mn2+ added to activate the integrin; P05107+P11215; inhibition, % at 10 µM;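 active means primary inhibition of 50% or more at 10 µM, then 40% or more on retest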; further: some results filed as inactive read as strong as hits
Target sequence (P05107 whole entry, looked up, other chains not shown): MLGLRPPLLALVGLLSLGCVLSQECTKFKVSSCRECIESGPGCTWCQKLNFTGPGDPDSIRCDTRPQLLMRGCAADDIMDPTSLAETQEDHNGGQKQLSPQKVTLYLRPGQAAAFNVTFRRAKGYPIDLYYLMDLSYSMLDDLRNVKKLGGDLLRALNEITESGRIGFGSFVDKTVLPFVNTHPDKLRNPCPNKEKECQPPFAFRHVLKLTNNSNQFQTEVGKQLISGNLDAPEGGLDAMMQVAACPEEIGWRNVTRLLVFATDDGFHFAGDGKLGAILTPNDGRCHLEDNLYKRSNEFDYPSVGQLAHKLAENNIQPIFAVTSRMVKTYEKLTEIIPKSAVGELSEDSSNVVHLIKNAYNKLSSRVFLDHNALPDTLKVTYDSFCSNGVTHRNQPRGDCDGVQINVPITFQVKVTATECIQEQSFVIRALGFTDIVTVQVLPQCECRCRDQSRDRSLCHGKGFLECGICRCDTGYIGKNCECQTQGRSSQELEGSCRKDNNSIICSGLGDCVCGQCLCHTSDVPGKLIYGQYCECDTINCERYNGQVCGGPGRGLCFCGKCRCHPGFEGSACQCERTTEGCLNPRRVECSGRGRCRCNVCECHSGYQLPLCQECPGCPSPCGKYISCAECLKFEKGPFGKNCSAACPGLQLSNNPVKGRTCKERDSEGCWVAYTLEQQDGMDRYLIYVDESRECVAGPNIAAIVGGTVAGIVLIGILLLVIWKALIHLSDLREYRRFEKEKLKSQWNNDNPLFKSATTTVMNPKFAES
ERa coact inh = blocks coactivator binding to human estrogen receptor alpha | TR-FRET ER-alpha LBD / SRC-1 peptide, estradiol-bound | inhibition, % at 25.6 µM | actives 1.7% (n = 86,000); in the data active means inhibition above about 50%;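 further: 0% = receptor plus peptide control and 100% = peptide only without receptor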
CD11b adhes enh = enhancers of human CD11b/CD18 binding to fibrinogen. P05107+P11215. K562 CD11b/CD18 adhesion to fibrinogen, ATPlite luminescence. activation, % at 10 µM. actives 0.07% (n = 93,000);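 active means 10 µM primary screen giving 50% or more activity, confirmed by 40% or more on retest at that dose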; further: strong numbers were not always called active
PLK1 inh = inhibitors of human PLK1 kinase; inhibition, % at 10 µM; actives 0.53% (n = 97,000); recombinant PLK1 kinase, TR-FRET peptide phosphorylation;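 active means inhibition of 50% or more in the single-concentration screen; inactive means inhibition below 50%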;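 further: 0% = DMSO max control and 100% = H-89 dihydrochloride min control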
HIV Rev-RRE inh = inhibitors of HIV-1 Rev-RRE RNA interaction. P05866. Rev peptide-RRE RNA binding, FRET. inhibition, % at 8 µM. actives 0.79% (n = 97,000);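 active means inhibition above the screen-wide mean plus 3 SD, cut at about 35% in these data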;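 further: 0% = median DMSO wells and 100% = median Neomycin B control wells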
Target sequence (P05866 whole entry, looked up): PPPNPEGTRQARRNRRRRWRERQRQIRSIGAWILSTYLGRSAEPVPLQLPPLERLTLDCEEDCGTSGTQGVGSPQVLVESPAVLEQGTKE
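Test system: Cy5-tagged RRE RNA duplex with fluorescein-tagged Rev peptide | Read-out: % inhibition of FRET ratio versus controls | Probe or stimulus: Labelled Rev peptide | Incubation: 5 min RNA-compound premix plus 15 min binding step, 25 °C | Technique: FRET fluorescence readout | Benchmarks: DMSO low control, neomycin B high control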
FAK blocker = inhibitors of human focal adhesion kinase; actives 0.84% (n = 97,000); inhibition, %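 (tested at 7 µM)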; Q05397; biochemical FAK kinase activity assay; AID 727; in the data active means inhibition above about 19%;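 further: 0% = DMSO and 100% = reference compound high control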
An asterisk follows results filed as active; · = no result given; [ ] = dose if it differs, or a comment.

smiles,FAK blocker,Mac1 fbg inh,Plk1 PBD FP,HIV Rev-RRE inh,ERa coact pot,ERa coact inh,CD11b adhes enh,ERb coact inh,PLK1 inh
COCCNc1oc(COc2cccc(C)c2)nc1C#N,2,-13,-16,9,106,-9,-3,-8,-10
O=C(CNC(=O)c1cccs1)NCCN1CCN(Cc2ccccc2)CC1,5,-7,0,5,125[fluorescence artefact?],2,-1,0,6
O=C(Nc1ccccc1N1CCOCC1)c1ccccc1NS(=O)(=O)c1ccc(F)cc1,-3,3,-17,3,101,12,-1,-1,-16
COc1cc(C(c2sc3nc(C)nn3c2O)N2CCC3(CC2)OCCO3)cc(OC)c1OC (stereo not drawn),7,-12,5,8,100,0,-1,-5,-12
Nc1ccc(C(=O)c2ccccc2C(=O)O)cc1Cl,1,0,3,-2,92,2,-4,3,0
Cc1ccccc1CSCC(=O)NC(=O)NCc1ccco1,·,3,·,·,82[fluorescence artefact?],55*,1,40,·
O=C(Nc1ccccc1)c1ccc2nc(-c3ccco3)c(-c3ccco3)nc2c1,21*,-38,2,5,35[fluorescence artefact?],90*[fluorescence artefact?],39,88*[fluorescence artefact?],6
CCOC(=O)C1C(=O)Nc2nc(C)nn2C1c1ccccc1 (stereo not drawn),-7,5,8,-2,110,6,0,1,-2
O=C(Nc1ccon1)c1cccc(S(=O)(=O)N2CCCC2)c1,0,-14,-27,7,112,-3,-2,-4,-3
O=C(NC1CCCCC1)N1CCSC1=Nc1ccccc1,2,13,-25,8,·,·,-3,·,-5

Remaining list, next part
smiles,FAK blocker,Mac1 fbg inh,Plk1 PBD FP,HIV Rev-RRE inh,ERa coact pot,ERa coact inh,CD11b adhes enh,ERb coact inh,PLK1 inh
Cc1noc(C)c1C(=O)N(CC(=O)NC1CCCC1)Cc1ccccc1F,3,48,23,-3,·,·,-2,·,-12
N/C(=N\OC(=O)Cc1ccc(Cl)cc1)c1cccnc1,2,-10,0,4,·,·,0,·,-11
COc1ccccc1N1CCN(Cc2ccc(OC)c(OC)c2OC)CC1,1,-16,10,-2,100,-7,1,2,-6
CC(=O)N1CCN(c2ccc(NC(=O)C(C)Oc3ccc(Cl)cc3Cl)cc2)CC1 (stereo not drawn),4,-6,-6,-3,73[fluorescence artefact?],2[fluorescence artefact?],7,4[fluorescence artefact?],0
Cc1ccc(C(=O)NCC2CCCO2)cc1N1CCCC1=O (stereo not drawn),2,-4,-2,2,78,7,-1,8,-14
Cc1ccc2c(c1)-c1cc(C)nn1C(c1sccc1C)N2 (stereo not drawn),5,0,8,12,125,-6,-1,-6,7
COCCN(CC(=O)Nc1ccccc1C)S(=O)(=O)c1ccc(S(=O)(=O)N2CCCC2)cc1,2,-50,-15,4,114,-7,-1,-4,-14
c1ccc(CCn2nnnc2CN2CCN(C3CCCC3)CC2)cc1,-3,-14,-7,-1,110,-18,1,-10,-9
CCSC(C)CC1CC(=O)CC(=O)C1 (stereo not drawn),·,-14,·,·,104,-9,0,-7,·
Cc1cc(C)nc(/N=C(\N)Nc2ccc(F)c([N+](=O)[O-])c2)n1,-2,·,-19,4,·,·,·,·,-7

Going on with the list:
smiles,FAK blocker,Mac1 fbg inh,Plk1 PBD FP,HIV Rev-RRE inh,ERa coact pot,ERa coact inh,CD11b adhes enh,ERb coact inh,PLK1 inh
CCn1cc(C(=O)OCC(=O)N(C)C2CCS(=O)(=O)C2)c(=O)c2ccc(C)nc21 (stereo not drawn),0,5,-4,5,91[fluorescence artefact?],0,-2,0,-1
O=C(NC1CCCCCC1)c1c(O)c2ccccc2[nH]c1=O,6,17,0,15,198[fluorescence artefact?],-2[fluorescence artefact?],9,1[fluorescence artefact?],-8
COc1ccc(-c2nn3c(-c4cccc(C)c4)nnc3s2)cc1OC,-2,·,-17,-3,·,·,·,·,-13
CCc1ccc2[nH]c(=O)c(C(c3nnnn3CCOC)N3CCN(c4ccccc4F)CC3)cc2c1 (stereo not drawn),1,-19,-5,3,66,23,4,11,0
CCCn1c(SCC(=O)Nc2ccccc2C(=O)OC)nc2c1c(=O)n(C)c(=O)n2C,-3,3,25,2,83,5,0,5,-1
O=C(Oc1cccnc1)c1cc(S(=O)(=O)N2CCCCC2)ccc1Cl,1,-3,-17,1,95,4,0,-5,-7
COc1ccc(-c2nc(NC(=O)CSc3nnc4ccccn34)ns2)cc1,-1,-6,-21,1,·,·,-2,·,-1
Cc1cccc(OCC(=O)O/N=C(\N)c2ccccn2)c1,0,·,37,-1,99,-5,·,-7,-9
COc1ccc(-n2c(C)cc(C(=O)CSc3nn4c(=O)c(C(C)(C)C)nnc4s3)c2C)cc1,3,4,11,0,153,-5,130,13,-7
CC(C)(C)c1ccc(C(=O)Nn2c(CCC(=O)O)ccc2-c2cccs2)cc1,-4,35,-4,8,87[fluorescence artefact?],-6,-4,-12,-6

Later entries
smiles,FAK blocker,Mac1 fbg inh,Plk1 PBD FP,HIV Rev-RRE inh,ERa coact pot,ERa coact inh,CD11b adhes enh,ERb coact inh,PLK1 inh
CC1CCCC(C)N1C(=O)C1CC(c2ccc(F)cc2)=NO1 (stereo not drawn),-9,·,-23,-2,109,6[fluorescence artefact?],·,6[fluorescence artefact?],-5
O=C1C(C2=NC(C(=O)O)C3C(=O)N(c4ccccc4)C(=O)C23)=C(O)c2ccccc21 (stereo not drawn),-6,6,13,1,·,·,1,·,23
O=C(CC(c1ccccc1)c1ccccc1)NCCO,-3,0,-9,5,118,5[fluorescence artefact?],-2,4[fluorescence artefact?],-6
CCOC(=O)C1=C(c2ccccc2)NC(=S)NC1C (stereo not drawn),1,-10,-31,1,·,·,0,·,-14
CNC(=O)COC(=O)c1cc(=O)[nH]c2ccccc12,3,·,27,5,119,2,·,2[fluorescence artefact?],-15
Cc1cc(C)n(-c2nc3c(c(=O)[nH]c(=O)n3C)n2Cc2ccccc2)n1,4,-2,-1,7,100,5[fluorescence artefact?],-4,-2[fluorescence artefact?],-8
Cc1ccccc1C(=O)NNC(=S)NC(=O)COc1ccccc1,-1,34,-5,8,·,·,1,·,-9
O=C(Nc1ccccc1-c1ccccc1)c1ccco1,-11,6,-15,-2,106,-17,0,4,-8
Cc1nn(C(C)(C)C)c(OC(=O)c2cccs2)c1Sc1ccccc1,0,23,-19,18,84,-3,0,-5,-9
COc1cc(Cl)c(C)cc1NC(=O)CSc1nnc(-c2ccco2)n1CC(C)C,1,4,-5,-1,89[fluorescence artefact?],4,-4,6,-12

Some of these compounds in order of the Mac1 fbg inh value, ascending:
smiles,Mac1 fbg inh
Cc1cc(C)n(-c2nc3c(c(=O)[nH]c(=O)n3C)n2Cc2ccccc2)n1,-2
O=C(Nc1ccccc1-c1ccccc1)c1ccco1,6
Cc1nn(C(C)(C)C)c(OC(=O)c2cccs2)c1Sc1ccccc1,23

Following part.
smiles,FAK blocker,Mac1 fbg inh,Plk1 PBD FP,HIV Rev-RRE inh,ERa coact pot,ERa coact inh,CD11b adhes enh,ERb coact inh,PLK1 inh
COc1ccc(-n2c(Cc3cccn3C)nnc2SCC(=O)Nc2ccc3c(c2)OCCO3)cc1,2,50,10,-2,117,-11,-6,-11,-18
COC(=O)c1cc2c(ccn2-c2ccc(F)cc2)n1CC(=O)N1CCN(C(=O)c2ccco2)CC1,-2,-11,-9,-3,71[fluorescence artefact?],21[fluorescence artefact?],-6,10[fluorescence artefact?],-8
COc1ccc(OC)c2[nH]c(=O)c(CCNC(=O)COc3ccccc3)cc12,-3,·,-20,-3,108,-2,·,5,-2
O=C(CCn1c(=O)oc2ccccc21)Nc1nc2ccccc2s1,-1,21,0,2,75,20[fluorescence artefact?],1,25[fluorescence artefact?],10
N#Cc1nc(-c2cccs2)oc1NCC1CCCO1 (stereo not drawn),8,·,-5,6,106,1[fluorescence artefact?],·,-1,-12
O=C(O)CCc1ccc(-c2cccs2)n1NC(=O)c1ccc(Cl)cc1Cl,0,-17,15,4,87,3,0,8,7
CCOC(=O)C1(C)NC(c2ccco2)C2C(=O)N(c3ccc(C)cc3)C(=O)C21 (stereo not drawn),-1,·,-7,-1,92,-12,·,1,-12
Clc1cccc(CON/C=N/c2ncnc3sccc23)c1,11,·,-34,9,·,·,·,·,2
CC(Sc1nc(NCc2ccccc2)nc(N(C)C)n1)C(=O)Nc1ccccc1 (stereo not drawn),22*,5,-24,7,·,·,2,·,-4
N#CCCN(CC(=O)O)S(=O)(=O)c1ccccc1,·,-2,·,·,112,2[fluorescence artefact?],3,3[fluorescence artefact?],·

(list continues)
smiles,FAK blocker,Mac1 fbg inh,Plk1 PBD FP,HIV Rev-RRE inh,ERa coact pot,ERa coact inh,CD11b adhes enh,ERb coact inh,PLK1 inh
CCOC(=O)C1=C(SCC(=O)Nc2ccccc2)NC(=O)C(C#N)C12CCCCC2 (stereo not drawn),2,3,9,10,115,1,-3,1,-9
Cc1ccc(C2(C)NC(=O)N(CC(=O)NCCC3=CCCCC3)C2=O)cc1 (stereo not drawn),-1,3,3,2,·,·,-2,·,-16
CCCCOc1ccc(C(=O)N2CCCC2)cc1,3,-18,-2,3,99,7[fluorescence artefact?],-2,-4,-11
CCC(COC(=O)Nc1cccc(C)c1)NC(=O)OCC(C)C (stereo not drawn),-8,1,3,5,115,1,-3,-13[fluorescence artefact?],-3
COCCn1c(SCc2nc3sc(C(=O)OC)c(C)c3c(=O)[nH]2)nc2ccccc21,0,2,-24,21,49[fluorescence artefact?],45[fluorescence artefact?],2,25[fluorescence artefact?],-11
COc1ccc(C2=NOC(C(=O)Nc3ccc(C)cc3)C2)cc1OC (stereo not drawn),3,-30,-23,3,109,-3,-6,1,3
FC(F)(F)COc1nc(N2CCCCC2)nc(N2CCNCC2)n1,2,-11,8,2,102,3,-3,0,-13
CC1(C)C(=O)OC(C(=O)c2ccccc2)C(C)(C)C1=O (stereo not drawn),-2,-4,-9,1,107,-10,1,-2,-12
O=C(O)c1cccc(CSc2ncccn2)c1,1,-6,-18,11,102,-3,1,-1,-10
C=CC(O)(C#CCN(CC)CC)c1ccccc1 (stereo not drawn),3,-43,20,7,110,3[fluorescence artefact?],4,-3,-13
COc1ccc(/C=C2/CCOC2=O)cc1,-2,-2,10,2,·,·,2,·,6
CCCCNc1ncnc2c1cnn2-c1ccc(C)cc1C,·,-37,·,·,111,-3,2,-10,·

High-throughput results: PubChem, several laboratories
